# Screening results: PubChem BioAssay, The Scripps Research Institute Molecular Screening Center
# TAAR1 ag – human TAAR1 agonists, primary screen, Fluo-8 calcium fluorescence, CHO RD-HGA16 cells | Trace amine-associated receptor 1 (Homo sapiens), Q96RJ0 | vehicle wells 0%, saturating PEA agonist 100% | activation, % at 3 µM | 360,000 tested, 0.99% active;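 active means activation above the mean activation of all test compounds in the run plus 3 SD, cut at about 38% in these data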
# Target sequence (Q96RJ0 whole entry, looked up): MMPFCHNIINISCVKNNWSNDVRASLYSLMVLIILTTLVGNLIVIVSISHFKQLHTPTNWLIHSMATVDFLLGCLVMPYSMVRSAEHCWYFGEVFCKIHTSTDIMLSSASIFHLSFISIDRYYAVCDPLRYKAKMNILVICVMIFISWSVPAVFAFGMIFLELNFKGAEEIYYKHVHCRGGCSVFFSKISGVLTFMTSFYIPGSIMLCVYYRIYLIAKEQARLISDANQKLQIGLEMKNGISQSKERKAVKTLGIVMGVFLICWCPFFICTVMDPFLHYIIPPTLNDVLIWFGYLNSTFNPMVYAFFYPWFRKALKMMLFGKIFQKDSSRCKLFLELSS
#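 Assay system: CHO-derived RD-HGA16 cells with stable Gα16 and human TAAR1; timing: 17-24 h seeding, 75 min 37 °C dye, 30 min RT; read-out: % activation from peak over basal fluorescence ratio, DMSO-to-PEA scaled; measured by: kinetic Fluo-8 calcium fluorescence; benchmarks: low control DMSO, high control PEA (EC100); doses: 3 µM single concentration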
# CHRM1 antagonist – human M1 muscarinic receptor antagonists, primary screen, CHO-K1 cells, Fluo-8 calcium fluorescence, 1536-well; Muscarinic acetylcholine receptor M1 (Homo sapiens), P11229; CHO-K1 hM1, ACh EC80 antagonist; inhibition, % at 3 µM; 360,000 tested, 1.3% active;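 active means percent inhibition above its own plate's cutoff, namely the mean of that plate's compound wells plus 3 SD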;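 further: peak over basal fluorescence ratio during 140 s after agonist addition; 0% = ACh EC80 plus DMSO and 100% = DMSO alone without agonist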
# Target sequence (P11229 whole entry, looked up): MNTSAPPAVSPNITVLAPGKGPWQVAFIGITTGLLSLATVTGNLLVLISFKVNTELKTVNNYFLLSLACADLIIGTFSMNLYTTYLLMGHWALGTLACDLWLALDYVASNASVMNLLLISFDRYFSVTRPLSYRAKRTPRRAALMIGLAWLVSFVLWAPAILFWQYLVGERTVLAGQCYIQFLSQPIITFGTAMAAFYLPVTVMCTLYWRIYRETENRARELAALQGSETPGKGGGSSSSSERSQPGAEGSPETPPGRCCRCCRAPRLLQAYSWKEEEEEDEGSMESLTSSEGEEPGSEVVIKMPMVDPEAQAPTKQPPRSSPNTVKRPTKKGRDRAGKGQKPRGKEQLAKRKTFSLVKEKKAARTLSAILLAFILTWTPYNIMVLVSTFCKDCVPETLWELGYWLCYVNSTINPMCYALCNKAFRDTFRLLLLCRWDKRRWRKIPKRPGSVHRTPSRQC
# OXTR potentiate – human OXTR potentiators, primary screen, fluorescence, CHO-OTR cells, Fluo-8 calcium; activation, % at 3 µM; AID 2445, 2010; 320,000 tested, 0.061% active; Fluo-8 calcium fluorescence, potentiator mode; 0% = oxytocin EC15, 100% = EC100;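 active means activation above that plate's cutoff, the mean activation of tested compounds plus 3 SD, cut at about 6.6% in these data, passing the limit was not always enough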;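 further: 100% uses oxytocin at 75 nM as the full agonist control; some results filed as inactive read as strong as hits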
#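 assay system = CHO-OTR cells, human receptor | schedule = compound 6 min at room temperature before oxytocin, 100 s read | detection = Fluo-8 intracellular calcium fluorescence, ex 470-495, em 515-575 nm | evaluation = normalized max/min fluorescence ratio, % activation | control set = EC15 oxytocin alone as 0%, 75 nM oxytocin (EC100) as 100%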
# CHO parental Ca – ATP-evoked calcium signal inhibitors, parental CHO, primary screen, counter-screen for OX1R antagonist project, cell-based, fluorescence, Fluo-8 calcium dye; inhibition, % at 5.6 µM; parental CHO-K1, ATP-induced calcium, Fluo-8 fluorescence; 330,000 tested, 0.63% active; AID 463079, 2010;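 active means inhibition above that plate's mean sample inhibition plus 3 SD, cut at about 26% in these data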;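 further: 0% = ATP-challenged DMSO wells and 100% = DMSO wells without ATP; some compounds past the cut are filed as inactive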
#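 Material: parental CHO cells / Compound: single nominal dose of 5.6 µM per compound / Signal: Fluo-8 fluorescence / Replicates: singlicate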
# CHO-K1 Ca PAM – nonselective calcium activators in parental CHO-K1 cells, primary screen, counter-screen for M1 PAM project, cell-based, Fluo-8 calcium fluorescence, full deck, 1536-well | AID 602247, 2012 | 360,000 tested, 0.02% active | activation, % at 3 µM | ATP EC20; 0% at ATP EC20, 100% at ATP max;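 active means activation above the run cutoff, the mean activation of all test compounds plus 3 SD, cut at about 40% in these data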;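 further: peak over basal fluorescence ratio in a 140 s read after ATP addition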
# CHO-K1 Ca ag – counter-screen for M1 agonists: effect in parental CHO-K1 cells; Fluo-8 calcium fluorescence; scaled to maximal ATP response, vehicle zero; activation, % at 3 µM; 360,000 tested, 0.48% active; in the data active means activation above about 15%;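 further: untransfected CHO-K1 host cells lacking M1 receptor as counterscreen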
# CHO-K1 Ca antag – counter-screen for M1 antagonists: effect in parental CHO-K1 cells; AID 602250; inhibition, % at 3 µM; ATP-induced calcium, Fluo-8 fluorescence; 360,000 tested, 0.6% active;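 active means inhibition above a per-plate cutoff, the plate's mean sample inhibition plus 3 SD, cut at about 24% in these data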;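 further: 0% = DMSO plus EC80 ATP and 100% = DMSO alone without ATP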
# M1 ag – human M1 muscarinic receptor agonists, primary screen, Fluo-8 calcium fluorescence, CHO-K1 cells, HTS; 360,000 tested, 0.33% active; CHO-K1 hM1, agonist mode; 0% DMSO, 100% acetylcholine EC100; activation, % at 3 µM; Muscarinic acetylcholine receptor M1 (Homo sapiens), P11229;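 active means activation above the run's mean compound activation plus 3 SD, cut at about 16% in these data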;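 further: peak over basal fluorescence ratio within a 140 s kinetic read after compound addition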
# TAAR1 antag – human TAAR1 antagonists, primary screen, Fluo-8 calcium fluorescence, CHO RD-HGA16 cells | antagonist | inhibition, % at 3 µM | 360,000 tested, 1.5% active | AID 624466, 2012;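 active means inhibition above a per-plate cutoff, the mean inhibition of test compounds on that plate plus 3 SD, cut at about 49% in these data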;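 further: 0% = DMSO plus EC80 beta-PEA response and 100% = DMSO alone without agonist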
#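 System: RD-HGA16 CHO cells with stable hTAAR1 and Gα16 | Probe or stimulus: EC80 β-phenethylamine stimulus | Dosing: 3 µM, single point | Times: Dye loading 75 min at 37 °C, then 30 min room temperature | Measured by: Fluo-8 calcium-sensitive fluorescence | Read-out basis: % inhibition of agonist calcium response | Replicates: n of 1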
# The depositor's hits bear a star; / = no result given.
# Start of the listing, in advance:
entry	SMILES	TAAR1 ag	CHRM1 antagonist	OXTR potentiate	CHO parental Ca	CHO-K1 Ca PAM
1	CC1CCCN(CCOc2cccc(Oc3ccccc3)c2)C1 (stereo not drawn)	15	17	-9	-16	15
2	O/N=C/c1ccn(-c2ccc(Br)cc2)c1	2	-7	2	-3	19
3	CCN1C(=O)CC(N2CCC(C(=O)OC)CC2)C1=O (stereo not drawn)	7	-10	-8	-13	10

entry	CHO-K1 Ca ag	CHO-K1 Ca antag	M1 ag	TAAR1 antag
1	0.9	-11	-8	-12
2	0.4	-26	-5	5
3	-0.2	-5	0	13

# The whole of this part, from the start:
entry	SMILES	TAAR1 ag	CHRM1 antagonist	OXTR potentiate	CHO parental Ca	CHO-K1 Ca PAM
1	CC1CCCN(CCOc2cccc(Oc3ccccc3)c2)C1 (stereo not drawn)	15	17	-9	-16	15
2	O/N=C/c1ccn(-c2ccc(Br)cc2)c1	2	-7	2	-3	19
3	CCN1C(=O)CC(N2CCC(C(=O)OC)CC2)C1=O (stereo not drawn)	7	-10	-8	-13	10
4	C=CCSc1n[nH]c(-c2cccs2)n1	4	-13	-2	-6	20
5	O=C(CCc1nnc2n(Cc3ccccc3)c(=O)c3ccccc3n12)NCCN1CCOCC1	0	-6	1	-9	12
6	Cc1ccccc1OCCC(=O)OCC(=O)Nc1c(F)cccc1F	3	-14	1	-1	2
7	COc1ccc(C(=O)NCCS(=O)(=O)N2CCCC2)cc1	6	-6	0	2	9
8	CCC(CC)C(=O)Nc1cccc(/C(C)=N/NC(=O)c2c(Br)cnn2C)c1	5	-28	-12	-13	11
9	CC/C(=C/c1ccccc1)c1cccc2[nH]c3c(OC)cccc3c12	11	-1	-6	-8	9
10	O=C(COC(=O)C1CC1)NCCNC(=O)COC(=O)C1CC1	2	-9	-6	4	12

entry	CHO-K1 Ca ag	CHO-K1 Ca antag	M1 ag	TAAR1 antag
1	0.9	-11	-8	-12
2	0.4	-26	-5	5
3	-0.2	-5	0	13
4	1.9	-14	-4	-9
5	0.3	2	-10	-18
6	1.5	-8	-2	-7
7	1.7	-2	-3	1
8	0.6	-19	-3	9
9	0.0	-16	-5	-14
10	1.4	-6	-1	-11

# (list continues)
entry	SMILES	TAAR1 ag	CHRM1 antagonist	OXTR potentiate	CHO parental Ca	CHO-K1 Ca PAM
11	COc1ccccc1N1CCN(C(=O)C(=O)c2cn(CC(=O)N3CCCCCC3)c3ccccc23)CC1	2	13	-3	-7	-4
12	Cc1ccc(C)c(NC(=S)N2CCC(NC(=O)c3ccc(F)cc3)CC2)c1	4	-10	7	-12	8
13	Cc1cc(C)c2c(CN3CCN(Cc4ccccc4)CC3)cc(=O)oc2c1C	1	-1	-1	-23	12
14	O=C(Nc1c(C(=O)Nc2cccc(F)c2)oc2ccccc12)c1ccc2c(c1)OCO2	19	-10	3	-13	10
15	O=C(Nc1ccc(Nc2ccccc2)cc1)c1ccc(F)cc1	5	-10	-2	0	11
16	COc1cccc(N(CC(=O)NC2CCCC2)C(=O)Cn2nnc(-c3ccc(C)cc3)n2)c1	-1	1	-3	-20	21
17	O=C(COC(=O)C1CCN(S(=O)(=O)c2cccs2)CC1)NCc1ccccc1	6	-5	-5	-10	8
18	CS(=O)(=O)c1ccc(CNC(=O)C2(C(F)(F)F)C/C(=C\Cc3ccccc3)CCCO2)cc1 (stereo not drawn)	8	-3	1	-23	3
19	CN1CCN(CCCNC(=O)c2ccc(NC(=O)C3=CSCCO3)cc2)CC1	1	-8	-6	3	-4
20	O=C(O)C1Cc2[nH]cnc2C(c2ccc(F)cc2)N1 (stereo not drawn)	4	-14	4	-2	22

entry	CHO-K1 Ca ag	CHO-K1 Ca antag	M1 ag	TAAR1 antag
11	2.3	2	-4	32
12	0.5	-8	-9	-2
13	1.2	-11	-9	-4
14	-0.3	-9	3	-3
15	7.1	-15	-2	44
16	1.3	-6	-5	4
17	1.4	-13	-1	2
18	-0.4	-4	-5	-1
19	0.5	-6	-2	3
20	0.5	-7	-5	2

# Further compounds follow.
entry	SMILES	TAAR1 ag	CHRM1 antagonist	OXTR potentiate	CHO parental Ca	CHO-K1 Ca PAM
21	COc1ccc(S(=O)(=O)N2CCN(CCc3ccccc3)CC2)cc1	-1	-5	2	-6	1
22	CCOc1cc(S(=O)(=O)n2ccnc2)ccc1Cl	0	2	1	-7	19
23	CN1C(=S)SC(/[N+]([O-])=C/c2ccc(Cl)cc2)C1(C)C (stereo not drawn)	0	1	1	-1	14
24	COc1cc(/C=N/n2c(-c3cc(C)[nH]n3)n[nH]c2=S)ccc1O	6	-11	-10	0	20
25	O=C(COC(=O)c1c[nH]c2ccccc12)Nc1cccc(F)c1	14	10	-12	2	-13
26	CCN1C(=O)C(CC(=O)Nc2ccccc2Cl)N(NC(=O)c2cccc(F)c2)C1=S (stereo not drawn)	5	-4	-11	-6	16
27	CN(C)S(=O)(=O)n1cc(/C=C(\NC(=O)c2ccccc2)C(=O)NCCN2CCOCC2)c2ccccc21	2	2	-13	-12	15
28	CC1=CC=CN2CC(O)CN=C12 (stereo not drawn)	3	-5	-19	8	21
29	COc1ccccc1CNC(=O)c1cc(=O)c2ccccc2o1	5	-12	-21	-26	6
30	Cc1cccc(C(=O)NC2CC(C)(C)NC(C)(C)C2)c1	8	-19	-9	3	10

entry	CHO-K1 Ca ag	CHO-K1 Ca antag	M1 ag	TAAR1 antag
21	0.2	4	-6	-7
22	0.3	1	-10	-2
23	0.6	-11	-3	-21
24	0.9	-13	-4	-14
25	2.2	5	0	-2
26	4.3	-15	-1	-2
27	1.6	-6	-4	1
28	0.4	-23	-3	-24
29	9.0	-14	1	-6
30	0.1	-11	-3	-6

# Later entries.
entry	SMILES	TAAR1 ag	CHRM1 antagonist	OXTR potentiate	CHO parental Ca	CHO-K1 Ca PAM
31	O=C(CSc1nnc(COc2ccc(Cl)cc2)o1)N1CCCC1	-3	-4	-12	-17	2
32	COc1cc(C(=S)N2CCCC2)cc(OC)c1OS(=O)(=O)c1ccc(NC(C)=O)cc1	1	4	-4	-12	-15
33	CCOc1ccc(-c2nc(CSc3nnc(N)s3)cs2)cc1OC	13	-2	-3	-16	3
34	COc1ccc(-c2c(-c3ccc(O)cc3O)n[nH]c2C(F)(F)F)cc1	2	3	-5	-14	-20
35	COc1cc(OC)cc(OCC(O)Cn2cnc(-c3ccccc3)c2)c1 (stereo not drawn)	8	-9	-6	-12	19
36	COc1ccc(NC(=O)c2cn(CCC#N)nc2-c2cccs2)cc1	4	-3	-8	-11	20
37	Cc1ccnc(NS(=O)(=O)c2ccc(NC(=O)c3snnc3C)cc2)n1	0	17	-2	-5	-6
38	CCN1CCN(CCCNC(=O)C(=O)c2c(C)[nH]c3ccccc23)CC1	0	20	-7	8	12
39	Cc1cc(C)c2cc(C#N)c(NCCNC(=S)NCCCN3CCOCC3)nc2c1	10	-15	-21	-17	-12
40	CC(C)C[C@H]1CNC(=S)N1C[C@H]1CCCN1C[C@H](Cc1ccccc1)N1C[C@H](Cc2ccc(O)cc2)N(CC2CCCCC2)C1=S	-1	-3	/	/	-5

entry	CHO-K1 Ca ag	CHO-K1 Ca antag	M1 ag	TAAR1 antag
31	2.6	1	-5	5
32	0.5	17	0	-7
33	1.1	11	2	16
34	-0.1	12	5	11
35	3.0	-22	-5	-6
36	0.9	-20	-4	-2
37	-0.4	2	-2	-5
38	0.1	-5	-2	-15
39	-1.4	-11	-8	-12
40	-0.2	12	-4	-8

# Next part; it opens with the 2 that closed the last part.
entry	SMILES	TAAR1 ag	CHRM1 antagonist	OXTR potentiate	CHO parental Ca	CHO-K1 Ca PAM
39	Cc1cc(C)c2cc(C#N)c(NCCNC(=S)NCCCN3CCOCC3)nc2c1	10	-15	-21	-17	-12
40	CC(C)C[C@H]1CNC(=S)N1C[C@H]1CCCN1C[C@H](Cc1ccccc1)N1C[C@H](Cc2ccc(O)cc2)N(CC2CCCCC2)C1=S	-1	-3	/	/	-5
41	COc1cc(/C=C/C(=O)OCC(=O)Nc2c(C)n(C)n(-c3ccccc3)c2=O)ccc1O	1	-2	-7	-9	1
42	COc1cccc(-c2c(C(=O)N/N=C/c3ccc(C)o3)nnn2-c2nonc2N)c1	42*	0	-8	-18	0
43	CCOc1ccccc1NC(=O)c1ccc2nc[nH]c2c1	5	-8	-7	6	1
44	CCOC(=O)Cn1nc(-c2ccc(Cl)cc2)ccc1=O	4	2	-1	-2	20
45	CCN(CC)C(=O)c1cccc(NC(=O)c2ccc3c(=O)n4c(nc3c2)CCC4)c1	1	-2	-8	-13	-15
46	O=C(CCSCCC(=O)NCCN1CCOCC1)NCCN1CCOCC1	6	-5	-10	3	17
47	COc1ccc(CN2CCOCC2)cc1Br	/	9	-1	-5	-8
48	CCCCn1c(N)c(N(C(=O)CSc2nncn2-c2ccccc2C)C2CCCC2)c(=O)[nH]c1=O	20	-10	/	/	14
49	O=C(Nc1ccccc1SCC1CSc2nc3ccccc3c(=O)n21)c1ccccc1 (stereo not drawn)	2	-3	4	-17	10
50	COC(=O)c1ccc(CN2CCN(CC(C)C)C(CCO)C2)cc1 (stereo not drawn)	2	35*	1	-16	25
51	COC(=O)c1ccc(N2CCN(C)CC2)c(NC(=O)COc2ccc(OC)cc2)c1	4	2	-11	-13	13
52	COc1ccc(Cl)c(S(=O)(=O)N2CCCC2)c1	2	3	-5	-1	-4
53	CNC(=O)CN1C(=O)CSc2nc(C)cc(C)c21	1	-12	-1	3	-3

entry	CHO-K1 Ca ag	CHO-K1 Ca antag	M1 ag	TAAR1 antag
39	-1.4	-11	-8	-12
40	-0.2	12	-4	-8
41	3.6	9	-2	-6
42	8.6	-4	9	27
43	0.8	-6	-3	-8
44	1.5	-15	-4	7
45	0.0	5	-3	-26
46	0.6	-20	-4	-20
47	0.4	-18	-8	/
48	0.1	-13	-5	-10
49	0.5	-6	-5	6
50	0.9	-11	-8	-4
51	1.9	-3	-5	-1
52	5.8	-14	-4	-8
53	0.1	0	0	-16

# Structures above printed as active in CHRM1 antagonist:
entry	smiles	CHRM1 antagonist	M1 ag	TAAR1 antag
50	COC(=O)c1ccc(CN2CCN(CC(C)C)C(CCO)C2)cc1 (stereo not drawn)	35*	-8	-4
